# BoNT A protease: BoNT A light chain protease inhibition | multiplex microsphere protease substrate cleavage, flow cytometry | inhibition, % at 10 µM | 360,000 tested, 0.17% active | AID 588499; also: plate controls were buffer without enzyme for full effect and enzyme alone for no effect
# FadD28 FP inh: inhibitors of Mycobacterium tuberculosis FadD28 bisubstrate binding | FadD28 bisubstrate probe binding, fluorescence polarization | inhibition, % at 12.5 µM | 360,000 tested, 0.22% active | AID 588549; in the data active = inhibition above about 8.5%, passing the limit was not always enough; inconclusive = no clear call, values can overlap the other calls
# BoNT-F LC inh: inhibitors of Botulinum neurotoxin F light chain protease. Multiplex microsphere protease cleavage assay, flow cytometry. inhibition, % at 10 µM. 360,000 tested, 0.22% active. AID 588497; in the data active = inhibition above about 35%, passing the limit was not always enough; inconclusive = no clear call, values can overlap the other calls; also: plate controls were buffer without enzyme for full effect and enzyme alone for no effect
# CCHFV vOTU inh: CCHFV vOTU protease inhibition; Pep-AMC fluorescence; inhibition, % at 11.5 µM; 370,000 tested, 0.55% active; in the data active = inhibition above about 30%; also: 0% = vehicle wells with enzyme and 100% = no enzyme wells
# Y pestis TopoI: Y. pestis Topo-I inhibition via cleavage products. Y. pestis Topo-I cleavage product accumulation, plate reader. 360,000 tested, 0.064% active. activity, % at 10 µM. AID 504884; in the data active = activity above about 50%, passing the limit was not always enough; inconclusive = no clear call, values can overlap the other calls; also: inactives centre near 2
# Anthrax LF inh2: inhibitors of Bacillus anthracis lethal factor protease; P15917; multiplex microsphere protease cleavage assay, LF; inhibition, % at 10 µM; 360,000 tested, 0.12% active; also: plate controls were buffer without enzyme for full effect and enzyme alone for no effect
# Target sequence (P15917 whole entry, looked up): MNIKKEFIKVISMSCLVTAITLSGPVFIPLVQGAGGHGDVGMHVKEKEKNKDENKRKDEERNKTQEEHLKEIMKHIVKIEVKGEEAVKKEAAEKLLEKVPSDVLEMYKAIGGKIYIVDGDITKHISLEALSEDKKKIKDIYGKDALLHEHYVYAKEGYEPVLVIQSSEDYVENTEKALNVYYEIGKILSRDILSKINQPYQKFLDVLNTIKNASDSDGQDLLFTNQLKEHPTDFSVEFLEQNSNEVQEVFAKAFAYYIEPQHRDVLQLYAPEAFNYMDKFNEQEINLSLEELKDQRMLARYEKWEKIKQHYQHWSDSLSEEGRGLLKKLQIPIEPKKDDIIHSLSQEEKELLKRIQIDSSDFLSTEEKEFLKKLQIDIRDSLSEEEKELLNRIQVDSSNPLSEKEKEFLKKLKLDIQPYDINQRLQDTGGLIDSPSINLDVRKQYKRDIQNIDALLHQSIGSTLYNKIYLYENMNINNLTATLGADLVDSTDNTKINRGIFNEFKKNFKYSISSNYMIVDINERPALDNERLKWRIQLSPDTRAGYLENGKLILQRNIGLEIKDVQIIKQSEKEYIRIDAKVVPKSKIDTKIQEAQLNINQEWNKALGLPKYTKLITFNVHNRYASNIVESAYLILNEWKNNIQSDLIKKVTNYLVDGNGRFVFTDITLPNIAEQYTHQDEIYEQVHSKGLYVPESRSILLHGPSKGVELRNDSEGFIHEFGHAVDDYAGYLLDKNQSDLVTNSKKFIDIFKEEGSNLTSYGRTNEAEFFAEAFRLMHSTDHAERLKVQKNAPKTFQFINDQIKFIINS
# TcdB inh: inhibitors of Clostridioides difficile toxin B glycohydrolase; P18177; inhibition, % at 9.99 µM; TcdB glycohydrolase enzymatic assay, plate reader; 350,000 tested, 0.24% active; AID 652162; in the data active = inhibition above about 10%
# PfHsp40 rescue: compounds rescuing yeast from Plasmodium falciparum HSP40 toxicity; S. cerevisiae expressing PfHsp40, growth rescue, ATP luminescence; growth rescue, % at 12.5 µM; 340,000 tested, 0.68% active; AID 504582; in the data active = growth rescue above about 28%, passing the limit was not always enough; inconclusive = no clear call, values can overlap the other calls;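 also: yeast W303a lacking pdr1 and pdr3 grown in galactose medium; growth measured after three days at 30 °C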
# PrPC surface inh: inhibitors of human cell surface prion protein PrPC; P04156; TR-FRET read-out; inhibition, % at 13.8 µM; 370,000 tested, 0.43% active; in the data active = inhibition above about 24%; also: 0% = median of the test wells and 100% = reference compound wells
# Active calls of the source: *; u = inconclusive; x = no result given; & = joins results of further samples. Rule as the data show it, unless noted: active = inhibition above about 30%; inconclusive = no clear call, values can overlap the other calls; inactive = below that.
SMILES,BoNT A protease,FadD28 FP inh,BoNT-F LC inh,CCHFV vOTU inh,Y pestis TopoI,Anthrax LF inh2,TcdB inh,PfHsp40 rescue,PrPC surface inh
O=C(COc1ccccc1F)NNC(=O)Cc1ccc(S(=O)(=O)N2CCOCC2)s1,0.2,-2.3,u,-4,-3,-2,1.1,-1.5,-2
CC(=O)Nc1ccc(C(=O)NC(C)c2ccc(-n3ccnc3)cc2)cc1 (stereo not given),-0.7,-2.0,-10,16,1,-3,0.1,1.1,-4
O=C(CSc1nnc(C23CC4CC(CC(C4)C2)C3)o1)Nc1ccc(N2CCOCC2)c(Cl)c1,0.3,-4.0,-6,2,10,0,x,-0.6,10
Cc1ccn2c(CNCCn3nc(C)cc3C)c(C(=O)N3CCCCCC3)nc2c1,-0.5,-2.6,-1,18,2,0,1.6,0.8,-1
COc1cccc(CNC(=O)COC(=O)c2cc([N+](=O)[O-])ccc2N2CCCC2)c1,-0.1,-4.5,0,19,31,-8,-0.5,0.5,-13
O=C(O)CCC(=O)N1CCc2cc(S(=O)(=O)NC3CCCc4ccccc43)ccc21 (stereo not given),0.0,-0.4,6,-1,5,0,x,2.2,9
COc1ccccc1CNc1nc(Nc2ccc(C)cc2C)c2sccc2n1,0.3,-5.1,-23,2,-1,-12,1.8,x,20
CS(=O)(=O)c1cccc(C(=O)Oc2ccccc2)c1,0.1,-1.3,1,-6,-7,6,x,-0.6,-5
O=C(Nc1cccc(Cl)c1)N1CCc2ccccc2C1,x,-1.0,x,-8,4,x,4.3,44*,-5
CCN1CCc2c(C#N)c(N3CCCCC3)nc(NCc3ccccc3)c2C1,0.1,1.3,-18,-5,10,0,x,-1.2,4
CC1CC(Nc2ccccc2)=NC1(C)C (stereo not given),0.3,-1.2,2,9,1,0,0.2,-2.0,5
O=C(Nc1ccc(N2CCCCC2)c(S(=O)(=O)Nc2ccccc2Cl)c1)c1cccnc1,-0.2,-0.7,-7,14,6,2,1.0,3.0,6
COc1ccc(NC(=O)CC2SC(=NCC3CCCO3)NC2=O)cc1 (stereo not given),-0.4,-0.5,3,-1,3,0,1.4,0.6,-2
COc1ccc([C@H]2N[C@]3(CCCN(Cc4ccc(C)cc4)C3=O)[C@H]3C(=O)N(Cc4ccccc4)C(=O)[C@@H]23)cc1,-0.2,-2.9,-5,-1,30,-4,-0.4,x,7
COC(=O)c1ccc(NC(=O)c2ccc3c(c2)OCO3)cc1,-0.3,-4.5,u,0,0,-2,x,-1.5,2

# Two compounds picked at random from the list so far:
SMILES,BoNT A protease,FadD28 FP inh,BoNT-F LC inh,CCHFV vOTU inh,Y pestis TopoI,Anthrax LF inh2,TcdB inh,PfHsp40 rescue,PrPC surface inh
COC(=O)c1ccc(NC(=O)c2ccc3c(c2)OCO3)cc1,-0.3,-4.5,u,0,0,-2,x,-1.5,2
Cc1ccn2c(CNCCn3nc(C)cc3C)c(C(=O)N3CCCCCC3)nc2c1,-0.5,-2.6,-1,18,2,0,1.6,0.8,-1

# Remaining list, next part.
SMILES,BoNT A protease,FadD28 FP inh,BoNT-F LC inh,CCHFV vOTU inh,Y pestis TopoI,Anthrax LF inh2,TcdB inh,PfHsp40 rescue,PrPC surface inh
CCCN(CCC)S(=O)(=O)c1ccc(N2CCCC2=O)c([N+](=O)[O-])c1,-0.4,-2.6,1,-13,0,-1,2.1,1.9,-15
Cc1ccc(S(=O)(=O)NC(=NC2CCCCC2)c2ccccc2)cc1,-8.0,-0.6,-22,18,10,4,1.0,-0.7,4
O=C1CCCC(=O)N1CCCCCCN1C(=O)CCCC1=O,0.7,1.2,3,-5,-9,0,1.0,x,-1
CN(C)C(CNC(=O)c1ccc(NS(=O)(=O)c2ccc(F)cc2)cc1)c1ccco1 (stereo not given),-128,-1.0,-186,-11,-3,-27,0.2,-0.1,5
Cc1ccc(NC(=S)N2CCC(c3nc4ccccc4s3)CC2)cc1C,-1.2,0.1,-1,0,10,-5,1.7,9.1,-3
O=S(=O)(c1ccccc1)N1CCN(S(=O)(=O)N2CCCCC2)CC1,-2.3,-0.7,-22,-11,-1,-6,x,-0.6,3
Cc1ccc(-n2c(SCC(N)=O)nnc2-c2ccccn2)cc1C,0.4,-2.1,-6,-4,-4,1,x,-0.6,2
Cc1ccc(NC(=O)CCC(=O)c2ccc(Br)cc2)cc1,0.5,-1.1,5,-18,17,-2,-0.8,-0.2,-1
CC(C(=O)N1c2ccccc2CCc2ccccc21)n1nnc(-c2ccc(N(C)C)cc2)n1 (stereo not given),-1.2,-2.4,1,11,4,-5,x,-0.1,-3
CCc1nc(SCC(N)=O)c2c(=O)n(C)c(=O)n(C)c2n1,-0.7,-0.8,-3,3,1,-2,5.3,-1.0,2
O=C1CCCN1CCCNS(=O)(=O)c1ccc(F)c(F)c1,3.0,-0.5,7,-6,2,2,0.3,3.2,-1
O=C(Cn1nnc2ccccc21)NC1CCCCC1,-1.4,1.4,-18,-10,-4,-4,x,-0.4,6
COc1ccc(NS(=O)(=O)c2cccc(C(=O)N/N=C/c3ccccc3OC)c2)cc1,-0.3,-9.0,-8,10,-7,-4,-0.8,0.3,-8
CCOC(=O)N1CCN(Cc2nc3ccc([N+](=O)[O-])cc3c(=O)n2-c2ccccc2F)CC1,-0.6,-1.4,-12,10,-1,-12,0.5,0.9,-16
COc1ccc(C(CNC(=O)COc2ccc(C)c(C)c2)N2CCCCC2)cc1 (stereo not given),-0.9,-4.0,3,11,9,0,-0.6,0.0,4

# An excerpt from above in order of number of heavy atoms, low to high.
SMILES,BoNT A protease,FadD28 FP inh,BoNT-F LC inh,CCHFV vOTU inh,Y pestis TopoI,Anthrax LF inh2,TcdB inh,PfHsp40 rescue,PrPC surface inh
O=C(Cn1nnc2ccccc21)NC1CCCCC1,-1.4,1.4,-18,-10,-4,-4,x,-0.4,6
O=C1CCCC(=O)N1CCCCCCN1C(=O)CCCC1=O,0.7,1.2,3,-5,-9,0,1.0,x,-1
O=S(=O)(c1ccccc1)N1CCN(S(=O)(=O)N2CCCCC2)CC1,-2.3,-0.7,-22,-11,-1,-6,x,-0.6,3
CCCN(CCC)S(=O)(=O)c1ccc(N2CCCC2=O)c([N+](=O)[O-])c1,-0.4,-2.6,1,-13,0,-1,2.1,1.9,-15

# Continued.
SMILES,BoNT A protease,FadD28 FP inh,BoNT-F LC inh,CCHFV vOTU inh,Y pestis TopoI,Anthrax LF inh2,TcdB inh,PfHsp40 rescue,PrPC surface inh
O=C1COc2ccc(C(=O)NC3CC3)cc2N1,-0.3,-0.1,6,3,1,-5,5.3,-0.3,-5
Cc1ccccc1-n1nc2c(c1NC(=O)c1c(-c3ccccc3Cl)noc1C)CSC2,0.5,-0.4,-3,11,2,1,x,0.8,-1
Cc1cc(NC(=O)COC(=O)CCn2c(C)csc2=O)c([N+](=O)[O-])cc1C,-0.3,0.8,-9,-3,13,-1,0.4,x,-11
O=C1/C(=C/c2ccc(F)cc2)SC(=S)N1CC(=O)N1CCCCC1c1cccnc1 (stereo not given),1.5,-2.3,5,19,22,-2,1.7,2.8,0
CC(=O)Nc1ccc(/C(N=Nc2ccccc2)=N/N=C(N)N)cc1,-0.5,-1.1,-18,10,-25,-6,1.5,-2.5,-19
CC(C(=O)N(C)c1ccccc1)N1CCN(C(=O)c2ccccc2)CC1 (stereo not given),0.1,1.0,-10,13,2,0,3.2,-1.9,-6
CC(C)Cn1c(/C=N/Nc2nc3ccccc3[nH]2)nc2ccccc21,-0.7,0.5,-37,1,-11,-5,2.0,25,-9
Cc1sc2nc3c(SC(C)C(=O)O)cc(C(=O)c4ccccc4O)cn3c(=O)c2c1C (stereo not given),8.8,-11,3,21,2,10,x,0.2,-5
CCOC(=O)Nc1ccc2c(c1)nc1n2CCN(CCOC)C1,1.5,-2.4,-81,-41,6,-19,0.7,-0.8,7
Cc1ccc(S(=O)(=O)NC(CC(C)C)C(=O)NCCCn2nc(C)cc2C)cc1 (stereo not given),-0.3,-3.3,9,15,-1,-5,0.1,1.2,-5
CCOC(=O)C1=C[C@@H](C(C)(C)C)N(S(=O)(=O)c2ccccc2C)[C@H]1c1ccc(Cl)cc1,-0.2,-1.8,-1,11,x,-8,0.7,x,-3
CCOC(=O)c1cc(-c2sc(NC(=O)c3ccccc3)nc2C)n(Cc2ccccc2)n1,0.2,-6.9,0,13,8,-9,1.5,x,15
CC(NC(=O)c1ccc(Br)cc1Br)c1ccccc1 (stereo not given),-0.2,-2.9,-1,4,5,-4,2.1,-1.0,10
CCN(CC)S(=O)(=O)c1ccc2nc(COC(=O)c3n[nH]c4ccccc34)[nH]c2c1,0.9,-2.8,1,19,3,4,x,-1.7,2
Cc1cc2oc(C(=O)Nc3nonc3C)c(C)c2cc1Cl,-0.2,-1.1,1,-1,1,-1,-4.2,-0.2,1
CCOc1ccc(S(=O)(=O)N(C)c2ccc(OCC(=O)NCc3cccnc3)cc2)cc1,0.0,-4.1,0,9,6,-1,-0.5,1.6,3
O=C(COc1ccc(-c2ccccc2)cc1)N1CCN(C(=O)c2cccnc2)CC1,-0.3,-2.3,0,3,21,-1,x,0.9,6
CC(=CC(=O)c1ccccc1)c1ccccc1,0.2,-3.0,-3,11,14,1,1.7,-1.2,-5
O=S(=O)(N1CCCCC1)N1CCCN(S(=O)(=O)N2CCCCC2)CC1,1.1,-2.6,-13,5,-3,-4,x,0.7,-8
Cc1ccc2cc(C#N)c(SCC(=O)N3CCCC3)nc2c1,0.9,-1.5,-1,-14,8,-1,-0.6,-0.3,-7
COc1ccc(CSc2nnnn2-c2ccc(C(=O)O)cc2)cc1,-1.2,x,2,9,2,-4,-3.0,-0.6,9
O=C(CCc1c[nH]c2ccccc12)N1CCN(S(=O)(=O)c2ccc(F)cc2)CC1,0.5,-2.1,-7,0,6,-4,1.0,0.0,0
Cc1ccc2c(c1)N(CC(=O)N1CCCCCC1)C(=O)C(C)O2 (stereo not given),0.7,0.6,-20,18,4,-2,-0.9,-0.6,5
O=C(NC1CC1)C1CCCN1S(=O)(=O)c1ccc2ccccc2c1 (stereo not given),0.6,-4.4,-8,-17,2,6,x,0.3,-2
O=C(NCCC1CCCCN1S(=O)(=O)c1ccc(Cl)cc1)C(=O)NCCN1CCOCC1 (stereo not given),1.9,0.5,-9,-10,8,u,1.5,2.0,0
C=CCNC(=O)Nc1cc(Cl)ccc1OC,-0.2,-0.8,-2,-10,-3,1,1.7,1.5,6
C/C(=N\NC(=O)CN1CCN(S(=O)(=O)c2ccc(C)cc2)CC1)c1cccnc1,0.3,-1.6,0,15,-8,1,x,1.0,5
COC(=O)C(O)(c1ccc(NC(=O)c2cccs2)c(C)c1)C(F)(F)F (stereo not given),-3.1,-5.2,u,1,0,15,0.4,-0.8,-5
Cc1ccccc1Oc1ccc2c(c1)[C@@H]1C[C@H](N(C)C(=O)c3cccnc3)[C@H]([C@H](C)O)C(=O)N1CC2,0.3,-1.3,-6,-3,26,-6,0.8,x,-10
Cc1ccc(S(=O)(=O)N2CCC(C(=O)OCC(=O)NCc3cccc(Cl)c3)CC2)cc1C,0.0,-0.3,-4,8,-3,1,0.4,1.6,-2
C[C@H]1CN([C@@H](C)CO)C(=O)CCCn2cc(nn2)CO[C@@H]1CN(C)C(=O)Nc1cccc(C(F)(F)F)c1,0.1,-0.5,-1,-1,4,-3,0.1&1.2&-0.6,x,-8

# High-throughput results deposited in PubChem BioAssay by several laboratories.
